Shiga toxin inh: A qHTS for Small Molecule Inhibitors of Shiga Toxin; Vero cells, Shiga toxin protein synthesis inhibition reporter; AID 2315, 2010; inhibition, % at 38.7 µM; hit rate 9.2% among 290,000; in the data active means inhibition mostly above about 28%, no sharp cut-off; inactive means mostly below about 43%; further: 0% is about no effect
Pf growth 48h: Primary qHTS for delayed death inhibitors of the malarial parasite plastid, 48 hour incubation. Potency, µM (titrated, usually from 28.7 µM), for inactives: top-dose activity change, negative = inhibition, hits mostly inhibitors. P. falciparum luciferase growth in erythrocytes, 48 h. hit rate 5.9% among 310,000. AID 504832, 2011; further: potency means the concentration at half of the fitted maximal effect; on the % scale 0 is the no-effect control and ±100 the full control effect
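Growth was read as firefly luciferase luminescence after a 48 h, 37 C, 5% CO2 exposure of compounds to reporter-bearing P. falciparum cultures (0.1% parasitemia, 2% hematocrit final) in Albumax-supplemented RPMI 1640.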
TbPYK inhibitor: qHTS of Trypanosoma Brucei Inhibitors. hit rate 0.12% among 410,000. Potency, µM (top dose mostly 76.8 µM), without a hit: at the top dose activity, negative = inhibition, most hits filed as inhibitors. TbPYK enzyme, Kinase-Glo Plus ATP luminescence, 45 min. pyruvate kinase (Trypanosoma brucei), Q57TT1; further: potency means the concentration at half of the fitted maximal effect; on the % scale 0 is the no-effect control and ±100 the full control effect; nearly all actives have a fitted effect of over 50% in size
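Readout: single end-point luminescence (Kinase-Glo Plus, 10 min). Reaction conditions were TbPYK/substrate plus 130 uM ADP, 45 min at RT, pH 7.2 TEA buffer. No-enzyme wells served as controls, and data were normalized before concentration-response fitting.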
CHX counter: Cycloheximide Counterscreen for Small Molecule Inhibitors of Shiga Toxin | cell reporter, cycloheximide protein synthesis inhibition counterscreen | max response, % | hit rate 12% among 300,000 | AID 2314, 2010; in the data active means max response mostly above about 13%, no sharp cut-off; inactive means mostly below about 14%; further: read at 38.3 µM for the half of the compounds with a filed dose; 0% is about no effect
AMA1-RON2 inh: qHTS for Inhibitors of AMA1-RON; Towards Development of Antimalarial Drug Lead: Primary Screen; AlphaScreen AMA1-biotinylated RON2 peptide binding; hit rate 0.2% among 360,000; AID 720542, 2013; Potency, µM (titrated, usually from 58.2 µM), without a hit: at the top dose activity change, negative = inhibition, usual class: inhibitors; Plasmodium falciparum AMA1 (3D7) - RON2 peptide interaction;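 further: potency means the concentration at half of the fitted maximal effect; 0% = vehicle wells and -100% = peptide control; nearly all actives have a fitted effect of over 45% in size; some results filed as inactive show a strong effect at the top dose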
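AMA1 (3D7) with his tag at 25 nM final met compounds first, then biotinylated RON2 peptide at 25 nM; detection used donor plus acceptor beads, 10 µg/mL apiece, read by AlphaScreen after 30 min at room temperature.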
Pf growth 96h: Primary qHTS for delayed death inhibitors of the malarial parasite plastid, 96 hour incubation; Potency, µM (top dose mostly 28.7 µM), for inactives: at the top dose activity change, negative = inhibition, usual class: inhibitors; P. falciparum luciferase reporter growth, 96 h; hit rate 6.9% among 320,000; further: potency means the concentration at half of the fitted maximal effect; on the % scale 0 is the no-effect control and ±100 the full control effect
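Delayed-death screen, second-generation endpoint: infected erythrocytes, 2% hematocrit, 0.05% parasitemia final; 96 hours at 37 C, 5% CO2; luciferase detection reagent; luminescence decrease equals reduced growth.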
LmPK inh: qHTS Assay for Inhibitors of Leishmania Mexicana Pyruvate Kinase (LmPK); Q27686; hit rate 0.37% among 290,000; purified LmPK, Kinase-Glo ATP luminescence, 1 h; AID 1721, 2009; Potency, µM (top dose mostly 57.5 µM), without a hit: at the top dose activity change, negative = inhibition, usual class: inhibitors; further: potency means the concentration at half of the fitted maximal effect; on the % scale 0 is the no-effect control and ±100 the full control effect
Target sequence (Q27686 whole entry, looked up): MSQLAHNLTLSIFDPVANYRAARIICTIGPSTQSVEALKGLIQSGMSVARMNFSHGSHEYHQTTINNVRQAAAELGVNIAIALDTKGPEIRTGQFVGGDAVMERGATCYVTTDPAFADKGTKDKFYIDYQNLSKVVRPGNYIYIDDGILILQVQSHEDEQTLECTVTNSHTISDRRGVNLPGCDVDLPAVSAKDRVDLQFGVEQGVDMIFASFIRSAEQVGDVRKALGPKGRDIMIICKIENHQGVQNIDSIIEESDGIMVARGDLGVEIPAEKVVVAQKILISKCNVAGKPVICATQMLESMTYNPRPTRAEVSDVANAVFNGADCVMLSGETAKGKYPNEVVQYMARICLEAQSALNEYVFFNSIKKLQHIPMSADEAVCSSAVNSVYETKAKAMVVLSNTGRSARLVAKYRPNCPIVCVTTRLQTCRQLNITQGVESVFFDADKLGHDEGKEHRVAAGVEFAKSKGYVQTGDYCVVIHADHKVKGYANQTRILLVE
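Screened at intermediate enzyme activity to detect both inhibitors and activators: LmPK at 0.1 nM, with a 0.5 nM enzyme column as activation reference. PEP 0.5 mM, ADP 0.1 mM; ATP detected by luminescence after 1 h.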
* hit, by the source's call; i = inactive; ? = inconclusive; · = not tested or not shown; [ ] = remark or other dose. Unless noted, the call rests on the fitted dose curve; in most records, active means well fitted curve in the direction sought with a large enough effect; inconclusive means small, poorly fitted or top-dose-only effect, or another doubt; inactive means no such curve, though single readings can be large; an effect the other way counts as inactive or inconclusive.

SMILES	Shiga toxin inh	Pf growth 48h	TbPYK inhibitor	CHX counter	AMA1-RON2 inh	Pf growth 96h	LmPK inh
O=C(CCn1c2c(c3ccccc31)CCCC2)NNC(=O)c1cccc([N+](=O)[O-])c1	-1	16%	-4%	-2	32%[activator][2.32 µM]	4%	3%
CCC(=O)NC(=S)Nc1c(C)cc(Br)cc1C	19	-18%	-6%	5	0%	116%[activator]	0%
COc1ccccc1N(CC(=O)NC1CCCC1)S(=O)(=O)c1cccc(C(F)(F)F)c1	·	13µM*	-3%	·	18%	?	·
CCN(CC)S(=O)(=O)c1ccc(N2CCOCC2)c(C(=O)O)c1	-11	·	3%	-4	9%	9%	-6%
Cc1c(Cl)cccc1NC(=O)C1CCN(c2cnccn2)CC1	-13	?	1%	7	-5%	12%	-4%
CCc1ccc(NC(=O)C(=O)NCCOc2ccccc2Cl)cc1	22	4%	-2%	-5	11%	?	-6%
O=C(CCCc1c[nH]c2ccccc12)N1CCN(S(=O)(=O)c2cccs2)CC1	-5	?	0%	-2	-23%	?	10%
Cc1cc(F)ccc1N1CCC(N2CCN(C(C)C)C(CCO)C2)CC1 (centres undefined)	-11	-21%	7%	0	-16%	10µM*	6%
CCc1cccc(NS(=O)(=O)c2ccc3c(c2)NC(=O)C(C)S3)c1 (centres undefined)	-5	18%	2%	-2	0%	24%	-14%
COc1cc2c(cc1NC(=O)CSc1ccc(Cl)cc1)oc1ccccc12	-12	16%	-4%	7	0%	-18%	-3%
Cc1cc(C2CCCCC2)n(O)c(=O)c1	·	0.74µM*	-4%	·	69%[activator]	0.47µM*	·
O=C1c2ccccc2C(=O)N1CCCC[C@]12Cc3ccccc3C(O1)c1c(c3ccccc3oc1=O)O2	i	?	·	-2	·	?	2%[11.5 µM]
CCOC(=O)c1cc(-c2ccccc2)n(CC(=O)O)c1C	-2	24%	0%	7	-8%	-7%	2%
COc1cc(OC)cc(C(=O)n2nc(C)cc2C)c1	5	10%	-8%	-1	7%	-15%	-4%
COc1cc(CCC(=O)OCC(=O)Nc2ccc(C(N)=O)cc2)cc(OC)c1OC	-8	234%[activator]	1%	-3	-5%	12%	-6%
CCCc1cc(=O)oc2cc(OCC(=O)Nc3ccc(S(N)(=O)=O)cc3)ccc12	-3	21%	2%	-1	0%	52%[activator]	2%
O=C(CN1CCN(S(=O)(=O)c2ccc(F)cc2)CC1)Nc1ccc2c(c1)OCO2	9	-7%	-8%	-2	2%	-21%	3%
C=C(C)C(=O)Nc1cccnc1Oc1ccc(F)cc1F	-5	4%	-10%	1	0%	5%	8%
Cc1ccc(N(C)S(=O)(=O)c2cccc(C(=O)Nc3nc4ccccc4[nH]3)c2)cc1	39*	12µM*	-1%	36*	76%[activator]	?	-1%
O=C(CN1CCCCC1)Nc1ccc(NC(=O)c2ccc(Cl)cc2)cc1Cl	-6	?	-4%	-2	1%	?	6%
O=C(CCc1nnc(-c2ccc3c(c2)OCO3)o1)NC(c1ccccn1)C(F)(F)F (centres undefined)	64*	60%[activator]	1%	38*	35%[activator]	3%	1%
Cc1ccc(S(=O)(=O)N2CCCCC2)cc1NC(=O)COC(=O)c1c(F)cccc1F	-2	?	-3%	-2	2%	5%	3%
Cc1ccc(NC(=O)CN(c2ccc(Cl)cc2)S(=O)(=O)c2cc([N+](=O)[O-])ccc2Cl)c(C)c1	8	?	-1%	-2	-17%	?	3%
COc1ccc(C(=O)NNC(=O)C(=O)NC(C)c2ccccc2)cc1OC (centres undefined)	-10	8%	-3%	-3	61%[activator]	?	-2%
N#Cc1sc(NCc2cccc(Cl)c2)nc1Cl	35	·	-2%	20	23%	-12%	-4%
CC(NC(=O)c1ccc(Br)cc1)c1ccccc1 (centres undefined)	-1	-1%	-8%	-3	19%	?	-2%
COc1ccccc1N1CCN(C(=O)c2noc(C(C)C)c2[N+](=O)[O-])CC1	-4	0%	2%	-5	15%	13µM*	-5%
Cc1ccccc1N1CCN(C(=O)c2ccccc2NC(=O)C2CC=CCC2C(=O)O)CC1 (centres undefined)	-13	·	3%	-3	-4%	?	-3%
CCOc1ccc(Cc2nnc(SCC(=O)c3ccc(OC)cc3)o2)cc1	-9	-16%	-17%	-1	22%	12µM*	6%
COc1ccc(CNC(=O)Cn2nc(C(F)(F)F)c(Br)c2C)cc1	12	1%	11%	10	6%	41%[activator]	0%
Cc1ccc(C(=O)N(Cc2cccnc2)Cc2cc3cc(C)ccc3n3nnnc23)cc1	12	?	6%	2	-2%	-2%	5%
Cc1cccc(C)c1NC(=O)CN(C)C(=O)c1cccc(S(=O)(=O)N2CCN(c3ccc(F)cc3)CC2)c1	·	17µM*	1%	·	-14%	?	·
O=C(c1ccco1)N1CCN(C(=O)c2ccccc2NS(=O)(=O)c2ccc(F)cc2)CC1	-3	-37%	-4%	13	-6%	0%	0%
Cc1c(C(N)=O)sc2ncn(CC(=O)N3CCC(C)CC3)c(=O)c12	6	-2%	3%	-2	-3%	·	4%
Cc1noc(NS(=O)(=O)c2ccc(NC(=O)CCn3c(=O)oc4ccccc43)cc2)c1C	-17	12%	-6%	-9	-8%	0%	2%
Cn1c(=O)c2cc(NCc3ccccc3)nnc2n(C)c1=O	20	·	8%	-5	-8%	·	11%
CC1CCC(C(C)C)C(OC(=O)Cn2c(-c3ccc(Cl)cc3)[n+](C)c3ccccc32)C1 (centres undefined)	-20	?	18%	-2	1%	?	1%
Cc1c(C(=O)O)nnn1-c1ccccc1	-4	-22%	-1%	-4	11%	26%	-5%
CC(C)C(=O)N1N=C2CCCCC2C1(O)C(F)(F)F (centres undefined)	1	64%[activator]	1%	-1	7%	107%[activator]	-10%
COC(=O)c1cnn(-c2nc(OC)cc(OC)n2)c1C	17	0%	4%	-4	-17%	21%	-3%
CC1CCCC(C)N1C(=O)COC(=O)Cc1c[nH]c2ccccc12 (centres undefined)	·	0%	-1%	·	-8%	13%	·
CN1N=C2c3ccccc3CCCC2C1c1ccc(F)cc1 (centres undefined)	76*	-29%	-8%	39*	?	25%	-3%
CC1CN(C2CCN(C(=O)c3ccccc3)CC2)CC(C)O1 (centres undefined)	-34	4%	-9%	-7	-6%	-21%	-17%
O=C(NNC(=O)C1CCCO1)c1ccccc1Cl (centres undefined)	1	8%	-4%	2	-6%	?	-1%
Cn1ncc([N+](=O)[O-])c1C(=O)NC1CCCCC1	-7	23%	5%	-3	-16%	22%	0%
O=C1CCCC(=O)C1CS(=O)(=O)c1ccccc1	-8	0%	?	1	-13%	-10%	7%
COc1cc(C(=O)c2ccccc2Cl)c([N+](=O)[O-])cc1OC	-22	-3%	-8%	-4	-7%	14%	0%
CSc1ccc(OC2CCN(Cc3ccccc3)CC2)cc1	12	3%	6%	-1	?	2%	2%
O=C(COc1ccccc1)Nc1ncc2c(n1)CCCC2=O	-1	3%	3%	-4	14%	-3%	-4%
COc1ccc(Nc2nc3c(C)cccc3cc2C#N)c(OC)c1	-9	29%	-3%	1	0%	?	-2%
COc1ccc(C(CC(=O)O)NC(=O)c2ccco2)cc1OC (centres undefined)	21	-2%	-3%	-1	-1%	·	6%
Cc1cccc(-n2cnc(C(=O)NNC(=S)Nc3ccc(Cl)cc3)c2)n1	-4	?	-5%	6	-87%	?	8%
CC(C)c1ccc(C(=O)N2CCN(c3cnn(C)c(=O)c3Cl)CC2)cc1	12	-7%	-2%	5	-3%	-60%	-3%
CCN(CC(=O)Nc1c(F)cccc1F)C(=O)CSC(=S)N1CCCC1	·	?	-19%	·	17%	?	·
O=C(Nc1c(C(=O)Nc2ccc3c(c2)OCCO3)cnn1-c1ccccc1Cl)c1ccco1	149*	42%[activator]	1%	77*	-11%	·	-2%
COc1cccc(C(=O)Nc2nnc(C(C)C)s2)c1	47*	456%[activator]	1%	27*	-2%	-12%	-14%
Cc1noc(C)c1COc1cccc(C(=O)Nc2ccc3c(c2)OCO3)c1	61*	55%[activator]	-1%	28*	-8%	-28%	0%
Nc1c(N(CCO)C(=O)/C=C/c2ccco2)c(=O)[nH]c(=O)n1Cc1ccccc1	-3	0%	-5%	-3	0%	100%[activator]	0%
O=c1cc(CN2CCN(C/C=C/c3ccccc3)CC2)c2cc(O)c(-c3ccccc3)cc2o1	-9	0.93µM*	-3%	-2	3%	1µM*	0%
COc1cc(/C=C/c2cc(OC(C)=O)c3ccccc3n2)c(OC(C)=O)c([N+](=O)[O-])c1	-3	·	·	-1	-10%	33%[activator]	-10%
(list continues)
SMILES	Shiga toxin inh	Pf growth 48h	TbPYK inhibitor	CHX counter	AMA1-RON2 inh	Pf growth 96h	LmPK inh
COc1ccc(NC(=O)c2cccc(N3C(=O)C4C5C=CC(C6CC56)C4C3=O)c2)c(OC)c1 (centres undefined)	0	-3%	9%	-3	-5%	?	8%
COCc1[nH]nc2c1C(C1C=CCCC1)C(C#N)=C(N)O2 (centres undefined)	-13	-4%	5%	-5	17%	0%	-4%
CN(CCCNC(=O)c1nn(C)c2c1CS(=O)(=O)c1ccccc1-2)Cc1ccccc1	-13	-12%	5%	-2	-9%	?	6%
COc1cc(Cl)c(S(=O)(=O)n2cnc(C)c2)cc1Cl	10	-6%	4%	-2	-8%	13%	-8%
Cc1ccc(OCC(=O)N2CCN(C(=O)c3cccs3)CC2)cc1	21	-20%	2%	11	-7%	?	-4%
CN1CCN(S(=O)(=O)c2cc([N+](=O)[O-])ccc2Cl)CC1	-4	-6%	3%	-2	-2%	-23%	-1%
CCOC(=O)Cn1c(=NC(=O)C(C)(C)C)sc2cc([N+](=O)[O-])ccc21	-3	?	1%	8	1%	?	6%
Cn1c(SCc2cccc(Br)c2)nnc1-c1ccncc1	-5	0%	1%	-2	7%	?	-2%
CCOc1cc(C(=S)N2CCOCC2)ccc1OS(=O)(=O)c1ccccc1[N+](=O)[O-]	28	?	-2%	16	-2%	5.9µM*	7%
COc1ccc(-c2cc(C(=O)O)c3c(C)nn(-c4ccccn4)c3n2)cc1	-5	24%	-4%	-2	14%	18%	1%

Molecules above containing bromine, in the order listed:
SMILES	Shiga toxin inh	Pf growth 48h	TbPYK inhibitor	CHX counter	AMA1-RON2 inh	Pf growth 96h	LmPK inh
CCC(=O)NC(=S)Nc1c(C)cc(Br)cc1C	19	-18%	-6%	5	0%	116%[activator]	0%
CC(NC(=O)c1ccc(Br)cc1)c1ccccc1 (centres undefined)	-1	-1%	-8%	-3	19%	?	-2%
COc1ccc(CNC(=O)Cn2nc(C(F)(F)F)c(Br)c2C)cc1	12	1%	11%	10	6%	41%[activator]	0%
Cn1c(SCc2cccc(Br)c2)nnc1-c1ccncc1	-5	0%	1%	-2	7%	?	-2%

High-throughput results: PubChem, National Center for Advancing Translational Sciences (NCATS)
